KB-3-1 tox – KB-3-1 parental cell cytotoxicity; KB-3-1 viability, CellTiter-Glo ATP luminescence, 72 h; Potency, µM (highest dose often 46.1 µM), for the others: top-dose activity change, negative = cytotoxic, usual class: cytotoxic; actives 1.4% (n = 400,000); AID 1347075; note: potency is the fitted concentration of half-maximal effect; % is set by controls: 0 for no effect and ±100 for the full control effect; nearly all actives have a fitted effect of over 60% in size
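Cells are dispensed, compounds pinned in, plates held at 37 °C for 72 h, then CellTiter-Glo is added and luminescence read after 10 minutes. Cell line: parental KB-3-1 in phenol-red-free DMEM, 10% FBS.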
HepG2 tox – kills HepG2 cells in TGF-b inhibitor counter-screen | actives 0.76% (n = 410,000) | AID 588856 | Potency, µM (doses to about 46.1 µM), inactives show at the top dose activity change, negative = cytotoxicity, most hits filed as cytotoxic | HepG2 CAGA-GFP viability, ATP luminescence, 18 h; note: potency is the fitted concentration of half-maximal effect; some results filed as inactive show a strong effect at the top dose
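CellTiter-Glo luminescence gave cytotoxicity after 18 hours at 37 degrees C. The cells were HepG2 CAGA-GFP in 1% FBS DMEM, stimulated with 500 pg/mL TGF-beta after compound addition. %Activity was normalised to no-cell wells (complete cell-killing) and DMSO (no toxicity), and curves were fitted and classified.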
SW480 rereplic – DNA re-replication induction in SW480 cells. Potency, µM (doses to about 46.1 µM), inactives show at the highest dose re-replication activation, most hits filed as activators. AID 624297. SW480 DNA re-replication, Hoechst DNA content imaging, 48 h. actives 1.8% (n = 340,000); note: potency is the fitted concentration of half-maximal effect; % of control where 0% means no effect; nearly all actives have a fitted effect of over 55% in size
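Hoechst fluorescence of nuclei (405 nm excitation, 500-530 nm emission) measured by plate-scanning imager after 48 hr compound exposure at 37 C; re-replication scored as increased number of nuclei with elevated intensity.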
ATXN viability – reduces viability in counter-screen for ATXN expression inhibitors. S2 cells (HEK-293 line with an ATXN2-luciferase reporter) viability, CellTiter-Fluor protease fluorescence, 24 h. actives 0.49% (n = 400,000). Potency, µM (titrated, usually from 56.7 µM), most hits filed as cytotoxic; note: potency is the fitted concentration of half-maximal effect; nearly all actives have a fitted effect of over 40% in size
MCF10A rerep – inducers of DNA re-replication in MCF 10A breast cells; actives 2.9% (n = 350,000); Potency, µM (series often up to 46.1 µM), inactives show at the top dose activity, positive = re-replication, most hits filed as activators; MCF 10A DNA re-replication, Hoechst nuclear intensity, 48 h; AID 624296; note: potency is the fitted concentration of half-maximal effect; % of control where 0% means no effect; nearly all actives have a fitted effect of over 50% in size
HT1080 IDH1KD tx – toxicity to HT-1080 IDH1 knockdown cells (counter line); HT-1080 IDH1 knockdown viability, ATP luminescence, 48 h; Potency, µM (highest dose often 46.1 µM), without a hit: top-dose activity, negative = toxicity, actives largely listed as cytotoxic; actives 2% (n = 360,000); AID 686971;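 note: potency is the fitted concentration of half-maximal effect; 0% = DMSO wells and -100% = cell-free medium wells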
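Cytotoxicity counter-line: IDH1KD HT-1080, 48 h, CellTiter-Glo. Curves classed by r2, magnitude and activity.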
ATXN2 expr inh – inhibitors of ATXN2 expression | HEK-293 ATXN2-luciferase reporter, luminescence, 24 h | Potency, µM (doses to about 57 µM), inactives show at the highest dose activity change, negative = inhibition, hits mostly inhibitors | actives 0.72% (n = 360,000); note: potency is the fitted concentration of half-maximal effect; % is set by controls: 0 for no effect and ±100 for the full control effect; nearly all actives have a fitted effect of over 55% in size
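qHTS (up to 57 uM final) was run with 24 h compound exposure of reporter cells at 37 °C. Each well was multiplexed: SteadyGlo luminescence measured ATXN2-luciferase expression after a fluorogenic Gly-Phe-AFC viability readout (25 uM final).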
HT1080NT lethal – kills 2HG-producing HT-1080-NT fibrosarcoma cells; actives 1.6% (n = 360,000); Potency, µM (series often up to 46.1 µM), without a hit: at the top dose activity, negative = less viability, actives largely listed as cytotoxic; HT-1080-NT fibrosarcoma viability, CellTiter-Glo ATP luminescence, 48 h; AID 686970;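 note: NT is the 2HG producing partner of a matched IDH1 knockdown line; potency is the fitted concentration of half-maximal effect; 0% = DMSO-treated cells and -100% = media-only wells without cells; nearly all actives have a fitted effect of over 55% in size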
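Luminescent CellTiter-Glo readout after 48 hours of compound exposure at 37 degrees C defined viability of HT-1080-NT cells. Activity was normalized to DMSO wells and cell-free media wells; concentration-response curves were fitted and assigned curve classes.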
IL1B secr inh – inhibitors of inflammasome signaling (IL-1 beta secretion); THP-1 LPS/ATP IL-1B secretion, AlphaLISA, 16 h; active compounds read low; activity change, % at 57.5 µM; actives 4.7% (n = 360,000); AID 743279; in the data active = activity change below about -50%; inconclusive = mostly about -30% to -49%; note: % is set by controls: 0 for no effect and ±100 for the full control effect
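Secreted IL-1B measured by AlphaLISA bead assay after 16 h compound exposure of THP-1 cells; compounds (final up to 57.5 uM) added 1 h before LPS (250 ng/mL) and ATP (1.25 mM) stimulation; lower signal means less secretion.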
An asterisk follows results filed as active; i = inactive; u = inconclusive; x = no result given; & = joins results of further samples; [ ] = remark or other dose. Unless noted, calls come from the whole dose curve; as a rule, active = well fitted curve in the direction sought with a large enough effect; inconclusive = small, poorly fitted or top-dose-only effect, or another doubt; inactive = no such curve, though single readings can be large; an effect the other way counts as inactive or inconclusive. Compounds as they come (roughly 8.9% active in at least one column).

canonical_smiles,SW480 rereplic,HT1080NT lethal,HepG2 tox,HT1080 IDH1KD tx,KB-3-1 tox,IL1B secr inh,MCF10A rerep,ATXN2 expr inh,ATXN viability
O=C(N/N=C/c1ccccc1[N+](=O)[O-])c1ccc2c(c1)OCCO2,9%,-4%,-11%,-21%,u,-18,1%,u,u
CC12CCC(C(=O)N(NC(=O)c3cc(Cl)ccc3O)C1=O)C2(C)C (stereo unspecified),2%,5%,3%,0%,14%,16,-22%,4%,i
Cc1ccc(S(=O)(=O)c2cnc(SCC(=O)Nc3ccccc3C(F)(F)F)[nH]c2=O)cc1C,x,x,8%,x,17%,x,x,-5%,i
COc1ccc(OCCCC(=O)Nc2cccc(S(=O)(=O)N3CCCCCC3)c2)cc1,14%,-14%,-27%,-5%,-12%,8,16%,x,i
COc1ccc(Nc2nnc(C)c(=O)[nH]2)c(OC)c1,-12%,u,-39%,9%,-15%,6,-3%,13%,i
COC(=O)CC1=NC(=O)CS1,-4%,17%,-5%,-2%,-2%,-8,-2%,-2%,i
C/C=C/c1ccc(OCCCCN2C(=O)NC(C)(C)C2=O)c(OC)c1,28%,8%,-30%,-5%,1%,-10,-2%,7%,i
NS(=O)(=O)c1ccc(CCNCC(=O)NC2CC2)cc1,0%,22%,8%,5%,2%,13,u,11%,i
CCC1CCCCN1C(=O)CNCC1CCCO1 (stereo unspecified),-1%,4%,0%,3%,6%,3,-1%,4%,i
O=C(CSc1nnnn1-c1ccc(F)cc1)NC1CCCCC1,-11%,0%,-15%,1%,22%,18,8%,-8%,i

New compounds follow:
canonical_smiles,SW480 rereplic,HT1080NT lethal,HepG2 tox,HT1080 IDH1KD tx,KB-3-1 tox,IL1B secr inh,MCF10A rerep,ATXN2 expr inh,ATXN viability
O=C(CCC(=O)c1ccccc1)NCCOc1ccccc1,-3%,1%,11%,24%,2%,16,-5%,-6%,i
CNC(=O)C1CCC(Cn2c(=O)[nH]c3ccsc3c2=O)CC1 (stereo unspecified),x,x,-1%,x,-8%,x,x,-5%,i
OC(Cc1cccnc1)c1ccccc1 (stereo unspecified),1%,12%,5%,27%,11%,-6,1%,12%,u
Nc1c(C(=O)Nc2ccc3c(c2)OCCO3)nnn1Cc1ccccc1Cl,3%,-9%,-2%,-23%,-15%,u,2%,49%[activator],i
O=C(Nc1ccc2c(c1)CCC2)c1cccc(S(=O)(=O)N2CCN(c3ccc(F)cc3)CC2)c1,4%,2%,-4%,0%,-5%,-9,-1%,3%,i
Cc1noc(NS(=O)(=O)c2ccc(NC(=O)C(F)(F)C(F)(F)C(F)(F)F)cc2)c1C,-5%,27%,-31%,0%,-9%,31,0%,8%,i
Cc1ccc(/C=C/C2=NN(Cc3ccccc3)C(=O)CC2)cc1,-3%,4%,-3%,11%,u,-18,u,6%,i
COc1cccc(/C=N/NC(N)=S)c1OCc1cccc(Cl)c1,10%,-11%,3%,-19%,-7%,0,u,x,i
CCOC(=O)C[C@H]1c2cc(F)ccc2S(=O)(=O)N1Cc1ccc(OC)cc1,-7%[9.22 µM],14%,-1%&13%,6%,0%&-10%,39,9%,-3%,i
CC(C)CC(=O)Nc1ncc([N+](=O)[O-])s1,1%,-3%,-1%,-13%,-7%,42,8%,-6%,i

Single records (already shown). Screens in order: SW480 rereplic, HT1080NT lethal, HepG2 tox, HT1080 IDH1KD tx, KB-3-1 tox, IL1B secr inh, MCF10A rerep, ATXN2 expr inh, ATXN viability
`O=C(Nc1ccc2c(c1)CCC2)c1cccc(S(=O)(=O)N2CCN(c3ccc(F)cc3)CC2)c1` is listed with 4%, 2%, -4%, 0%, -5%, -9, -1%, 3%, i
`CC(C)CC(=O)Nc1ncc([N+](=O)[O-])s1` is listed with 1%, -3%, -1%, -13%, -7%, 42, 8%, -6%, i
`CNC(=O)C1CCC(Cn2c(=O)[nH]c3ccsc3c2=O)CC1` (stereo unspecified) is listed with x, x, -1%, x, -8%, x, x, -5%, i

(next part)
canonical_smiles,SW480 rereplic,HT1080NT lethal,HepG2 tox,HT1080 IDH1KD tx,KB-3-1 tox,IL1B secr inh,MCF10A rerep,ATXN2 expr inh,ATXN viability
CCOC(=O)c1c(C)nc(C)c(C(=O)OCC)c1-c1ccc(O)c(OC)c1,3.7µM*,-2%,-8%,-11%,-15%,24,u,2%,i
CCN(CC)S(=O)(=O)c1ccc(C(=O)OC2CCCCC2CN(C)C)cc1 (stereo unspecified),u,-9%,-4%,-9%,0%,0,0.1µM*,6%,i
CC(C)(C)c1ccc(/C=C(\C#N)C(=O)NCCN2CCOCC2)cc1,-5%,-21%,-2%,-21%,9%,u,1%,-18%,i
O=C(O)C1CC=C(Cl)CC1C(=O)NCC1OCCc2ccccc21 (stereo unspecified),-6%,10%,1%,18%,2%,8,-9%,5%,i
O=C(Nc1nc2ccc(S(=O)(=O)N3CCCCC3)cc2s1)C1CCCO1 (stereo unspecified),u,-1%,3%,-21%,u,-20,12%,7%,i
O=C1Nc2c(ccc(Cl)c2Cl)C(=O)C1(F)c1ccccc1 (stereo unspecified),u,-4%,-21%,-14%,-5%,-99*,u,-5%,i
O=C(NCCc1ccccc1)C1CCN(Cc2cc3ccccc3n2Cc2cccc(Cl)c2)CC1,x,x,-30%,x,1%,x,x,-15%,u
CCc1ccc(C(=O)Cn2ccsc2=N)cc1,7%,-13%,-36%,-4%,u,8,12%,-12%,x
CCOc1ccc(-c2nnc(SCc3nnc(-c4ccccc4)o3)n2-c2ccccc2F)cc1,u,2%,-2%,-3%,u,-4,u,27%,i
Cc1cc(C)c(S(=O)(=O)NCC(=O)NCc2ccco2)c(C)c1,30%,11%,-2%,1%,-1%,-7,-12%,-2%,i

(further entries)
canonical_smiles,SW480 rereplic,HT1080NT lethal,HepG2 tox,HT1080 IDH1KD tx,KB-3-1 tox,IL1B secr inh,MCF10A rerep,ATXN2 expr inh,ATXN viability
CCCSc1nsc(NC(=O)Nc2ccc(F)cc2F)n1,-10%,u,-83%,4%,u,-28,25%,x,x
Cc1ccc(S(=O)(=O)NCCC(=O)NCC(c2ccc(F)cc2)N2CCOCC2)cc1 (stereo unspecified),-11%,0%,-22%,-1%,0%,-11,-4%,-13%,i
COc1cc(CNc2ccc(S(N)(=O)=O)cc2)ccc1OCc1ccccc1F,-6%,-2%,-19%,-10%,u,-7,9%,10%,i
CCOC(=O)C1=C(C)N(CCCCCC(=O)O)C(=O)NC1c1ccccc1OC(=O)c1cccs1 (stereo unspecified),2%,0%,4%,2%,14%,24,17%,12%,i
Cc1cccc2cc(CN(CC3CCCO3)C(=O)c3cccs3)c(=O)[nH]c12 (stereo unspecified),-13%,10%,-3%,1%,-5%,-12,10%,9%,i
CNc1cc(Cl)nc(SC)n1,2%,0%,2%,2%,5%,34,0%,4%[11.3 µM],i
Clc1ccc(OCCOCCN2CCc3ccccc3C2)c(Cl)c1,1%,23µM*,-27%,23µM*,-18%,-82*,u,-21%,i
CCOC(=O)C1=C(C)NC2=C(C(=O)C(C(=O)OCC)C(c3ccco3)C2)C1c1ccccn1 (stereo unspecified),6.5µM*,1%,-1%,12%,11%,5,373%[0.0737 µM],32%,i
O=C(c1ccc(CS(=O)c2cccc(Cl)c2)o1)N1CCCCCC1 (stereo unspecified),-15%,10%,-24%,10%,-11%,2,-5%,-15%,i
Cc1ccc(N2CCN(S(=O)(=O)c3ccc4c(c3)n(C)c(=O)c(=O)n4C)CC2C)cc1 (stereo unspecified),u,9%,-1%,-5%,u,8,14%,-18%,i

Further records
canonical_smiles,SW480 rereplic,HT1080NT lethal,HepG2 tox,HT1080 IDH1KD tx,KB-3-1 tox,IL1B secr inh,MCF10A rerep,ATXN2 expr inh,ATXN viability
CC1(C)Cc2c(sc3[nH]c(=S)n(Cc4ccco4)c(=O)c23)CO1,3%,u,-36%,u,-8%,u,u,u,i
Cc1ccc(NC(=O)CN2C(=O)N/C(=C/c3cccn3-c3ccc(C(=O)O)cc3)C2=O)cc1,9%,-3%,1%,0%,-4%,0,4%,5%,i
CN(C)c1ccc(/C=C(/NC(=O)c2ccccc2)C(=O)N2CCCC2)cc1,-5%,0%,22%,11%,-3%,28,4%,-16%,i
O=C(Nc1ccccc1C(=O)Nc1ccc2c(c1)OCO2)c1cccs1,-2%,0%,-5%,8%,-5%,-6,0%,3%,i
CCOC(=O)c1sc2ccccc2c1NC(=O)c1coc2ccccc2c1=O,0%,10%,3%,18%,4%,12,2%,3%,i
CCN(CC)S(=O)(=O)c1cccc(NC(=O)c2cc(=O)[nH]c3ccccc23)c1,0%,2%,-72%,-1%,2%,10,9%,3%,i
CCN(CC)S(=O)(=O)c1ccc(C(=O)OCCN2C(=O)c3cccc4c(N5CCOCC5)ccc(c34)C2=O)cc1,-3%,24%,-2%,23%,-1%,10,2%,-5%,x
CCC1(c2ccccc2)NC(=O)N(CC(=O)N(C)Cc2c(F)cccc2Cl)C1=O (stereo unspecified),-5%,0%,0%,10%,1%,-11,0%,6%,i
CC1(C)Cc2c(sc3nn[nH]c(=O)c23)CO1,-1%,0%,-23%,0%,-2%,11,-5%,2%,i
Cc1cc([N+](=O)[O-])ccc1-c1ccc(C2Nc3ccccc3C(=O)N2O)o1 (stereo unspecified),u,u,-36%,7.1µM*,23µM*,58,10µM*,u,u
Cn1c(SCc2ccccc2Cl)nc(=O)c2c1NC(=O)CC2c1cc(F)ccc1F (stereo unspecified),x,x,-21%,x,2%,x,x,10%,i
CC(C)(C)NC(=O)NC(=O)CSc1cccc(C(F)(F)F)c1,-53%[inhibitor],3%,2%,0%,-8%,0,6%[9.22 µM],u,i
NC(=O)[C@@H]1CCCNc2c(I)cc([N+](=O)[O-])cc2C(=O)N[C@@H](CO)C(=O)NCC(=O)N1,6%,11%,-11%,13%,-18%,7,10%,11%,i

From PubChem BioAssay
